RGS4 inh: blocks human RGS4-accelerated GTP hydrolysis. P49798. AID 504845. Transcreener GDP fluorescence polarization, RGS4-accelerated GTP hydrolysis. Potency, µM (doses to about 114 µM), inactives show top-dose activity change, negative = inhibition, most hits filed as inhibitors. actives 0.039% (n = 390,000); note: % is set by controls: 0 for no effect and ±100 for the full control effect; nearly all actives have a fitted effect of over 75% in size; some results filed as inactive show a strong effect at the top dose
Target sequence (P49798 whole entry, looked up): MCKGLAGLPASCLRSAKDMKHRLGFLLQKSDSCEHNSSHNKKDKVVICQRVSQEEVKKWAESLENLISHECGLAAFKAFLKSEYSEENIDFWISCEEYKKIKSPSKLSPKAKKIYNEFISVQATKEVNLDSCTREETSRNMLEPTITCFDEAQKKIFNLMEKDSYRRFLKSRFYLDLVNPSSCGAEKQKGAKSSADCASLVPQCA
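MLSMR compounds (23 nl, pin-transferred) preincubated 10 min at room temperature with a 500nM (2x) first reagent, then RGS4 at 900nM (2x) plus Transcreener GDP mix added; fluorescence polarization (620/688 nm) read before and after 90 min at 30 °C.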
GLS inh: glutaminase GLS (human) inhibition; actives 0.21% (n = 410,000); Potency, µM (titrated, usually from 45.5 µM), without a hit: at the highest dose activity change, negative = inhibition, most hits filed as inhibitors; GLS enzymatic activity, qHTS titration; O94925; AID 624170; note: % is set by controls: 0 for no effect and ±100 for the full control effect
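Two-point fluorescence kinetic (t0, 30 min RT) for hKGA; glutamate detected via glutamate oxidase–HRP–Amplex Red. Substrate: 1 mM L-glutamine solution; buffer 45 mM KH2PO4, pH 8.2.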
JMJD2A Tudor inh: inhibitors of human JMJD2A Tudor domain. O75164. Potency, µM (highest dose often 114 µM), inactives show top-dose activity change, negative = inhibition, most hits filed as inhibitors. AlphaScreen JMJD2A-Tudor / H3K4me3 peptide binding. actives 4.4% (n = 390,000). AID 504339; note: % is set by controls: 0 for no effect and ±100 for the full control effect; nearly all actives have a fitted effect of over 50% in size
ERG Ets-DNA blk: blocks human ERG Ets domain binding to DNA; actives 0.028% (n = 370,000); fluorescence polarization, His-ERG Ets domain / labelled DNA; P11308; Potency, µM (doses to about 76.9 µM), inactives show at the top dose FP activity, negative = inhibition, usual class: inhibitors; active = well fitted inhibition curve with a large enough effect in the polarisation, with a control signal flat; inconclusive = small, poorly fitted or top-dose-only effect, or effect the other way, or a change in a side signal; inactive = no such curve, though single readings can be large or run the other way; the % refers to the polarisation;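 note: polarization taken with two DNA probes labelled with fluorescein and Texas red; % of control where 0% means no effect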
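His-tagged ERG Ets domain (1 uM in the protein solution; 300mM KCl, 50mM Tris-HCl, 1mM EDTA, 1mM DTT, pH 7.5) received compound, then a probe mix of 5 nM fluorescein-DNA and 100nM Texas-615-DNA. Fluorescence polarization was read for both dyes.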
rTrxR1 inhibitor: inhibitors of rat thioredoxin reductase 1. actives 1% (n = 390,000). recombinant rTrxR1, NADPH fluorescence consumption, selenite substrate. Potency, µM (doses to about 114 µM), for the others: at the top dose activity change, negative = inhibition, actives largely listed as inhibitors. O89049; note: % is set by controls: 0 for no effect and ±100 for the full control effect; nearly all actives have a fitted effect of over 65% in size
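Rat TrxR1 (90 nM in the dispensed reagent) was pre-reduced with 400 uM NADPH for 5 min at room temperature, then incubated with compound for 15 min. After 400 uM selenite was added, NADPH fluorescence (Ex 340/Em 450 nm) was followed for 8 min.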
HP1b binding inh: inhibitors of HP1-beta chromodomain binding to methylated histone tails. AID 540317. AlphaScreen HP1-beta / biotin-H3K9me3 peptide binding. actives 0.56% (n = 390,000). Potency, µM (doses to about 114 µM), inactives show at the top dose activity change, negative = inhibition, usual class: inhibitors. P83916; note: nearly all actives have a fitted effect of over 70% in size; inactives centre near 23
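HP1-beta protein (50 nM final) preincubated 30 min at room temperature with biotinylated H3(1-18)K9me3 peptide (50 nM) in PBS pH 7.4, 0.01% Tween-20, then compound added for 30 min. AlphaScreen streptavidin donor/nickel chelate acceptor beads (10 ug/mL final), 30 min dark, luminescence read.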
Pin1 inh: human Pin1 inhibition; Q13526; Pin1 FP peptide displacement, HiFluor488, 10 min; Potency, µM (titrated, usually from 115 µM), without a hit: top-dose activity, negative = inhibition, actives largely listed as inhibitors; actives 0.009% (n = 390,000); active = well fitted inhibition curve with a large enough effect in the polarisation, with a control signal flat, not every such curve was filed as active; inconclusive = small, poorly fitted or top-dose-only effect, or effect the other way, or a change in a side signal; inactive = no such curve, though single readings can be large or run the other way; the % refers to the polarisation; note: % is set by controls: 0 for no effect and ±100 for the full control effect
Target sequence (Q13526 whole entry, looked up): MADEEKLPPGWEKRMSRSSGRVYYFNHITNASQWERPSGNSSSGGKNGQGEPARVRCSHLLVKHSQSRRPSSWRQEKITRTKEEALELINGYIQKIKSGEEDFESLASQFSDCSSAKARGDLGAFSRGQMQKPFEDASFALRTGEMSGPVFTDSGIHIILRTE
PGK inhibitor: T. brucei PGK inhibition. Potency, µM (highest dose often 57.5 µM), inactives show at the top dose activity change, negative = inhibition, most hits filed as inhibitors. PGK/GAPDH coupled, Kinase-Glo luminescence, 60 min. actives 0.043% (n = 380,000). P07378; note: % is set by controls: 0 for no effect and ±100 for the full control effect; nearly all actives have a fitted effect of over 60% in size
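Luminescent ATP detection (Kinase-Glo Plus) follows a 60-minute room-temperature incubation, with wells lacking PGK as controls. Buffer: 100 mM TEA (pH 7.6), 5 mM MgCl2, 0.01% Tween-20. Coupling enzyme GAPDH (100 nM final) supplies unstable 1,3-BPG in-well.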
ALOX12 inh: ALOX12 (human) lipoxygenase inhibition; purified 12hLO, xylenol orange hydroperoxide absorbance; Potency, µM (highest dose often 108 µM), without a hit: top-dose activity change, negative = inhibition, hits mostly inhibitors; actives 1.1% (n = 580,000); AID 1671190; note: % is set by controls: 0 for no effect and ±100 for the full control effect
Target sequence (P18054 whole entry, looked up): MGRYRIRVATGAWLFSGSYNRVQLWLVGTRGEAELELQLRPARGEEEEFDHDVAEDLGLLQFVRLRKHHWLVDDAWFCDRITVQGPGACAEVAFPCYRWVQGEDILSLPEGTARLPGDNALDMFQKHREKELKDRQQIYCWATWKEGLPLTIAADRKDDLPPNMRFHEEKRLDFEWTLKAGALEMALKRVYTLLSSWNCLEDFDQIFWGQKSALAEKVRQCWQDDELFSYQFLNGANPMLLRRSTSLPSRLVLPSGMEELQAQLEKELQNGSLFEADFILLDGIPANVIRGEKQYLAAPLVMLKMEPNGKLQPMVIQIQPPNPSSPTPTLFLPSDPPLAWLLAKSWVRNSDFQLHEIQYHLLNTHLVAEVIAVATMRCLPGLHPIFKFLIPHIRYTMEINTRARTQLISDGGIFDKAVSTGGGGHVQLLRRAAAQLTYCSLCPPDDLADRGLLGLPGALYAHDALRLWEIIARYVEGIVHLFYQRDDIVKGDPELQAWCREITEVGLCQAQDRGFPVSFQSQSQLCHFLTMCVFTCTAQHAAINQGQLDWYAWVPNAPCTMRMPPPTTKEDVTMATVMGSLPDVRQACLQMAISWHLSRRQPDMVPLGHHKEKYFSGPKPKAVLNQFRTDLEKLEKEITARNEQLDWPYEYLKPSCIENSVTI
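Purified human 12hLO at 150 nM in 25 mM Hepes, 0.01% Triton X-100, pH 7.0, preincubated 15 min at room temperature with compound. Reaction started with 40 uM arachidonic acid, 30 min at room temperature. Hydroperoxide measured by Fe-xylenol orange, 573/405 nm absorbance ratio.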
* = called active by the depositor; i = inactive; ? = inconclusive; . = no result given; & = joins results of further samples; [ ] = dose if it differs, or a comment. Unless noted, calls come from the whole dose curve; as a rule, active = well fitted curve in the direction sought with a large enough effect; inconclusive = small, poorly fitted or top-dose-only effect, or another doubt; inactive = no such curve, though single readings can be large; an effect the other way counts as inactive or inconclusive. Potency is the fitted concentration of half-maximal effect. An excerpt. The share of hits here may be higher or lower than overall.

RGS4 inh | GLS inh | JMJD2A Tudor inh | ERG Ets-DNA blk | rTrxR1 inhibitor | HP1b binding inh | Pin1 inh | PGK inhibitor | ALOX12 inh | canonical_smiles
-11% | -12% | -5% | -3% | 2% | 23% | 1% | -1% | -3% | Cc1ccnc(N2CCN(c3cc(C)c(C#N)c4nc5ccccc5n34)CC2)c1
-23% | 3% | -13% | . | 18% | 38%[activator] | 4% | -8% | 27% | CCCCn1c(Oc2ccc(C(=O)OC)cc2)nc2c1c(=O)n(C)c(=O)n2C
-40% | ? | -35% | 2% | ? | ? | ? | 0% | ? | c1ccc(OCc2nn3c(Cn4cnc5ccccc54)nnc3s2)cc1
-31% | 8% | -6% | 0% | 23%[57.1 µM] | 0% | 13% | -14% | ? | CSc1nc(-c2cccs2)c(C#N)c(=O)[nH]1
-35% | 1% | -23% | -8% | 4% | 6% | 3% | 0% | -1% | Cc1ccc(-c2csc(NCCn3c(-c4ccncc4)nc4ccccc43)n2)cc1
25% | 19% | -24% | 5% | -8% | -6% | 1% | i | 9% | O=C(NCC(c1ccco1)N1CCN(c2ccc(F)cc2)CC1)c1ccco1 (stereo unspecified)
-11%&15% | -7%&-5% | -4%&-23% | -3%&-5% | 16%&36% | 25%&23% | -8%&-12% | -4%&-16% | 0%&-17% | CCOCCCNC(=O)c1cc2c(=O)n3ccccc3nc2s1
-28% | 10% | 1% | 3% | 21%[57.1 µM] | 35% | -7% | ? | -10% | COc1ccc(/C=C/C(=O)O)cc1S(=O)(=O)NC1CCS(=O)(=O)C1 (stereo unspecified)
-41% | 9% | ? | -2% | 17% | 1% | 1% | -8% | 4% | COC(=O)[C@@]1(Cc2ccccc2)[C@H]2C(=O)N(C)C(=O)[C@H]2[C@H]2CN=C(SCC(=O)c3ccccc3)N21
11% | 3% | 1% | -6% | 9% | 26% | -1% | 1% | -17% | O=C(COc1ccccc1)N=C1SC2CS(=O)(=O)CC2N1c1ccccc1F (stereo unspecified)
-12% | 10% | -36% | 3% | 17% | 1% | -8% | -20% | -15% | CCCCCC(=O)Nc1cccc(C2=NOC3(C2)C[C@@H](C(N)=O)N(C(=O)c2ccc(Cl)cc2)C3)c1 (stereo partly specified)
-15% | 5% | -3% | -15% | 25% | 18% | -2% | -7% | -4%&-37% | COc1ccc(-c2noc(CCCC(=O)NCC3CCCO3)n2)cc1 (stereo unspecified)
-12% | -10% | 14% | -18% | 63%[activator] | 52%[activator] | 0% | -10% | 8% | CCOC(=O)c1c(-c2ccccc2)oc2ccc(OCC(N)=O)cc12
-1% | -1% | 1% | 1% | 16% | 22% | 0% | -3% | -6% | COc1ccccc1-c1nnc(SCC(=O)NCc2cccs2)n1N
-8% | 3% | -15% | 11% | -12% | 24% | ? | -4% | 13%&0% | CCOc1cccc(C(=O)Nc2ccc3oc(-c4ccncc4)nc3c2)c1
8% | 7% | 2% | 42%[activator] | 16% | 10% | 9% | -21% | -22% | O=C(NCCCN1CCOCC1)c1cc(-c2ccc(Br)cc2)on1
-2% | 15% | -29% | -4% | 5% | 16% | -4% | -7% | -6% | COc1ccccc1N1CCN(C(=O)CN2C(=O)COc3ccc(S(=O)(=O)N4CCCCCC4)cc32)CC1
-18% | -2% | 8% | 1% | ? | 33%[activator] | ? | 0% | -16% | N#Cc1c(N)n(CCNC(=O)c2cccs2)c2nc3ccccc3nc12
3% | -4% | -4% | -3% | 15% | 60%[activator] | 8% | 0% | ? | CC(CCCc1ccccc1)NC(=O)c1nn(-c2ccc(Cl)cc2)nc1CO (stereo unspecified)
-4% | -2% | -5% | 0% | -2% | 26% | -5% | i | -8% | CC(C)Oc1ccc(CNC(=O)C2CCN(C(=O)N3CC(C)Oc4ccccc43)CC2)cc1 (stereo unspecified)

3 compounds from above with just PGK inhibitor and Pin1 inh.
| SMILES | PGK inhibitor | Pin1 inh |
| --- | --- | --- |
| O=C(NCCCN1CCOCC1)c1cc(-c2ccc(Br)cc2)on1 | -21% | 9% |
| COc1ccccc1N1CCN(C(=O)CN2C(=O)COc3ccc(S(=O)(=O)N4CCCCCC4)cc32)CC1 | -7% | -4% |
| N#Cc1c(N)n(CCNC(=O)c2cccs2)c2nc3ccccc3nc12 | 0% | ? |

One compound at a time, as listed above. Order of values: RGS4 inh | GLS inh | JMJD2A Tudor inh | ERG Ets-DNA blk | rTrxR1 inhibitor | HP1b binding inh | Pin1 inh | PGK inhibitor | ALOX12 inh
CCOC(=O)c1c(-c2ccccc2)oc2ccc(OCC(N)=O)cc12 is listed with -12% | -10% | 14% | -18% | 63%[activator] | 52%[activator] | 0% | -10% | 8%
N#Cc1c(N)n(CCNC(=O)c2cccs2)c2nc3ccccc3nc12 is listed with -18% | -2% | 8% | 1% | ? | 33%[activator] | ? | 0% | -16%
COc1ccccc1-c1nnc(SCC(=O)NCc2cccs2)n1N is listed with -1% | -1% | 1% | 1% | 16% | 22% | 0% | -3% | -6%

Next section.
RGS4 inh | GLS inh | JMJD2A Tudor inh | ERG Ets-DNA blk | rTrxR1 inhibitor | HP1b binding inh | Pin1 inh | PGK inhibitor | ALOX12 inh | canonical_smiles
-14% | -1% | ? | 7% | -10% | -4% | -8% | i | -8% | O=C(c1cccs1)N(Cc1ccccn1)Cc1ccco1
-7% | 1% | -1% | 1% | 12% | 24% | 2% | -11% | 6% | CCCn1c(SC(C(=O)Nc2cccc(OC)c2)c2ccccc2)nc2ccccc2c1=O (stereo unspecified)
-18% | 5% | -4% | 15% | 8% | 27% | 12% | -8% | -18% | COc1ccc(CC(=O)OCC(=O)N(CC(C)C)c2c(N)n(Cc3ccccc3)c(=O)[nH]c2=O)cc1
16% | 2% | 8% | -10% | -1%[57.1 µM] | 32% | 1% | -2% | 0% | O=c1[nH]cnc2c([N+](=O)[O-])cccc12
-15% | 0% | -27% | -4% | 1%[57.1 µM] | 42%[activator] | -1% | 6% | -11% | O=C(Cn1cc(C(=O)c2ccco2)c2ccccc21)NC1CCCCC1
-48% | -6% | -14% | -16% | -21% | 15% | . | i | . | CC(OC(=O)c1c2c(nc3ccccc13)/C(=C\c1ccc3c(c1)OCO3)CCC2)C(=O)Nc1ccc(S(N)(=O)=O)cc1 (stereo unspecified)
17% | 4% | -1% | -2% | -5% | 17% | 3% | 8% | 168%[activator] | Cc1nc(CNS(=O)(=O)c2cc(C)c(C)cc2C)cs1
7% | 3% | -16% | -13% | 9% | 36% | 1% | 3% | -21% | Fc1ccc(-n2nnc(-c3ccnc4ccccc34)n2)cc1
2% | -14% | -2% | 5% | 21% | 28% | -10% | i | 128%[activator] | COc1ccccc1C(=O)NCCC(=O)NCC(c1ccccc1)N(C)C (stereo unspecified)
-5% | 6% | 12% | -9% | -13% | 42%[activator] | 12% | -7% | -9% | CSc1ccc(C(=O)C2CCCN(C(=O)c3nonc3C)C2)cc1 (stereo unspecified)
-31% | 9% | -8% | . | 1% | 20% | -5% | -10% | 17% | COc1ccc(C(=O)OCC(=O)NC2CC2)cc1S(=O)(=O)Nc1ccc(C)cc1
-6% | -3% | -34% | 0% | 18%[57.1 µM] | 8%[57 µM] | 9% | 5% | ? | Nc1ncc(S(=O)(=O)N2CCN(c3ccccc3)CC2)cn1
-18% | 7% | 0% | 11% | 11% | 43%[activator] | 0% | i | 0% | COc1ccc(CCNS(=O)(=O)c2ccc3c(c2)OCCO3)cc1OC
-47% | -1% | ? | 1% | -22% | ? | 0% | -10% | ? | O=C(NCc1ccco1)c1c[nH]c2ccc(S(=O)(=O)Nc3ccc(F)cc3F)cc2c1=O
-28%[56.9 µM] | 1% | -9% | -7% | 8% | 72%[activator] | -2% | -4% | 0% | COc1ccc([N+](=O)[O-])cc1NC(=O)c1cccnc1
10% | 4% | -21% | . | 12% | 9% | 2% | . | -6% | O=S(=O)(c1cc(Cl)ccc1Cl)n1nnc2ccccc21
12% | -5% | -23% | -12% | -5% | 19% | 0% | i | -11% | COC(=O)c1c(N)c2ccccc2[nH]c1=O
48% | 5% | -25% | -8% | 17% | 17% | -1% | -3% | 11% | O=C1C(=O)N(CCCn2ccnc2)C(c2ccc(Br)cc2)/C1=C(\O)c1ccc2c(c1)OCCO2 (stereo unspecified)
-17% | 2% | -18% | 1% | 1%[57.1 µM] | 26% | -3% | -7% | 13% | COc1ccc2nc(SCc3nc(N)nc(Nc4ccccc4)n3)[nH]c2c1
4% | 12%&40% | -27% | -4% | 12%[57.1 µM] | 24% | 0% | 1% | 1%&-4% | CCC1Nc2ncnc(N3CCN(c4ccccc4)CC3)c2N(Cc2ccccc2)C1=O (stereo unspecified)
0% | 2% | -31% | -3% | -21% | 10% | 14% | -8% | -22% | CCc1c(C)nc2nc(-c3ccccc3)nn2c1NCc1ccc(C)cc1
-11% | 4% | -8% | -6% | -3% | 11% | 51%[activator] | -11% | -13% | CCCC1=Nc2cc(C(=O)NC3CCCC3)ccc2Sc2ccc(C)cc21

Compound activity: PubChem BioAssay, National Center for Advancing Translational Sciences (NCATS)
